Source: PubChem (several laboratories)
NPY Y2 blocker: NPY-Y2 receptor antagonists, primary screen, cell-based; AID 793, 2007; NPY-Y2 expressing cells, antagonist mode; actives 0.99% (n = 140,000); inhibition, % at 2.7 µM; Neuropeptide Y receptor type 2 (Homo sapiens), P49146; in the data active = inhibition above about 17%;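 note: 0% = vehicle with agonist challenge and 100% = reference antagonist with challenge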
Target sequence (P49146 whole entry, looked up): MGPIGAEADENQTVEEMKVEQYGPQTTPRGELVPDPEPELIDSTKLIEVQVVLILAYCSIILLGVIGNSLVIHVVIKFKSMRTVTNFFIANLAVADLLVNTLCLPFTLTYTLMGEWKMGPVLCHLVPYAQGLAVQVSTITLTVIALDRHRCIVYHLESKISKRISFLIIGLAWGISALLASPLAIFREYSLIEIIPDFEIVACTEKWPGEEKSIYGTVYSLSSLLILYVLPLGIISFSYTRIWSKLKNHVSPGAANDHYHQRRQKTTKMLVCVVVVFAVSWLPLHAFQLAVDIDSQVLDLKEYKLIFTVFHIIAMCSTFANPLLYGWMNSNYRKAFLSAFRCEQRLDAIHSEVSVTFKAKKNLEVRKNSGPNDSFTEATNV
MRP-1 activ: H69AR viability gain despite doxorubicin, primary screen, MRP-1 activator project, H69AR cells, CellTiter-Glo. viability rescue. viability increase, % at 10 µM. AID 799, 2007. actives 0.61% (n = 140,000);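 active = viability gain under doxorubicin at or above a set limit, the compound median plus 3 SD, cut at about 4.7% in these data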;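 note: MRP-1 overexpressing cells given doxorubicin 25 µM after compound pretreatment; 18-22 h compound pretreatment then 72 h with doxorubicin before readout; 0% = doxorubicin-only wells and 100% = vehicle-treated cells without doxorubicin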
bCat KO growth: primary screen for growth suppressors in beta-catenin knockout HCT116 cells (colon tumor, human); actives 1.5% (n = 140,000); viability, % at 10 µM; HCT116 beta-catenin knockout viability, CellTiter-Glo, 60 h; stronger effect = lower value; AID 818, 2007;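 active = viability at or under a set limit, the compound median less 4 SD, cut at about 6% in these data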;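 note: 0% = Hyamine 1622 control at 20 µM and 100% = untreated cell control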
BB579 growth dn: growth inhibitors of yeast BB579 in restrictive medium, primary screen, yeast lifespan-shortening project, S. cerevisiae; OD615, 48 h; inhibition, % at 10 µM; actives 0.51% (n = 140,000);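 active = inhibition above a set limit, 3 SD over the mean compound inhibition, cut at about 44% in these data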; note: inactives centre near -24
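Test system: DeaD yeast strain BB579 / Buffer or medium: restrictive glucose-based CSMM-D medium / Doses: single 10 µM dose / Schedule: 4 h cell preincubation, 48 h compound exposure, 30 °C humidified / Technique: culture absorbance at 615 nm / Controls: amphotericin B positive control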
GALR2 blocker: GALR2 antagonists in receptor-expressing cells, primary screen; Galanin receptor type 2 (Homo sapiens), O43603; antagonist mode; inhibition, % at 4 µM; actives 0.39% (n = 140,000); AID 828, 2007; in the data active = inhibition above about 27%;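 note: cells stimulated with galanin 1-16 at roughly its EC80; 0% = agonist challenge control and 100% = basal control without agonist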
Target sequence (O43603 whole entry, looked up): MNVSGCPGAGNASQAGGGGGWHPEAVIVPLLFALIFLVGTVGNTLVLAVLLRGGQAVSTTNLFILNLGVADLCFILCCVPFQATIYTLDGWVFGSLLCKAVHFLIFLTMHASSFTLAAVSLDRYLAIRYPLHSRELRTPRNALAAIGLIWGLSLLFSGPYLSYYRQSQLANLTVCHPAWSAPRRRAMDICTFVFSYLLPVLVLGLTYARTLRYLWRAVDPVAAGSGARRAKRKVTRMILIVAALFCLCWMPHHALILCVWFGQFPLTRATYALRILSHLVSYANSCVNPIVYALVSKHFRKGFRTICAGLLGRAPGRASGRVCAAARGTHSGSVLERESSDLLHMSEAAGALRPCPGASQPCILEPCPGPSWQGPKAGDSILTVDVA
E-sel TNF inh: E-selectin induction blockers in HUVEC – imaging, immunofluorescence, high content, primary screen. HUVEC TNFa-induced E-selectin immunofluorescence. inhibition, % at 2 µM. actives 0.71% (n = 120,000);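 active = inhibition above the batch mean plus 3 SD, and confirmed as a hit on visual image review, cut at about 43% in these data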;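 note: 0% = TNF-stimulated DMSO wells and 100% = unstimulated control wells; not every result past the cut was called active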
PTEN del growth: growth suppression of PTEN-null HCT116, primary screen, cell-based, CellTiter-Glo | actives 1.2% (n = 140,000) | HCT116 PTEN-null viability, 60 h; stronger effect = lower value | viability, % at 10 µM | AID 827, 2007;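 active = viability at or below a set limit, 4 SD under the median of all tested compounds, cut at about 3.7% in these data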;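 note: PTEN knockout HCT116 line with beta catenin targeted HCT116 as companion control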
Yeast life ext: compounds extending yeast replicative lifespan, primary screen, S. cerevisiae, OD615; actives 0.68% (n = 130,000); inhibition of the nicotinamide effect, % at 10 µM; S. cerevisiae growth with nicotinamide; deaD strain in restrictive glucose medium;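 active = inhibition above a set limit, placed 3 SD over the median of all compounds, cut at about 26% in these data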;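 note: 0% = nicotinamide-treated wells and 100% = cells grown without nicotinamide; some compounds called inactive have numbers as strong as hits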
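Assay system: engineered S. cerevisiae DeaD replicative-lifespan strain, galactose-grown log-phase cells; medium: restrictive CSMM-D dextrose medium; also added: nicotinamide, 1.5 mM, co-present with compound; schedule: 48 h compound exposure at 30 °C, humidified; detection: absorbance at 615 nm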
Phagocytosis inh: inhibitors of macrophage phagocytosis, primary screen, imaging, J774A.1 cells, IgG beads; J774A.1 macrophage IgG-bead phagocytosis; actives 0.07% (n = 110,000); inhibition, % at 5 µM;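 active = inhibition above the mean of the plate negative controls plus 5 SD, cut at about 13% in these data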;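 note: phagocytic index as fraction of beads internalized from green versus red external bead signal; plate controls were DMSO negative control for no effect and cytochalasin-D positive control for full effect; some results beyond the cut were filed as inactive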
Measles CPE: compounds protecting cells from measles virus cytopathic effect, primary screen, measles RdRp inhibitor project, single point, MLSMR library, absorbance; protection (pct of control), % at 4 µM; Measles virus-infected cells, CPE protection; actives 1.5% (n = 140,000); AID 841, 2007; in the data active = protection mostly above about 24%, no sharp cut-off; inactive = mostly below about 26%; note: some compounds called inactive have numbers as strong as hits
Starred values were filed as active, the others as inactive; . = not tested or not shown.

The first 3 records, to show the layout:
# | Molecule | NPY Y2 blocker | MRP-1 activ | bCat KO growth | BB579 growth dn | GALR2 blocker | E-sel TNF inh | PTEN del growth | Yeast life ext | Phagocytosis inh | Measles CPE
1 | Cc1cc(NC(=O)CCCN2C(=O)c3cccnc3C2=O)no1 | 1 | -1.3 | 96 | -36 | -7 | 34 | 100 | -13 | 3 | 14
2 | O=C(NC(=S)NC1CCSC1=O)c1ccccc1 (configuration not stated) | 1 | 1.6 | 92 | -22 | 10 | . | 114 | -4 | -11 | 18
3 | Cc1ccc2c(CC(=O)Nc3c(C)n(C)n(-c4ccccc4)c3=O)coc2c1 | 1 | -0.8 | 90 | -21 | -4 | . | 92 | 10 | 2 | 5

Main list, previewed entries included:
# | Molecule | NPY Y2 blocker | MRP-1 activ | bCat KO growth | BB579 growth dn | GALR2 blocker | E-sel TNF inh | PTEN del growth | Yeast life ext | Phagocytosis inh | Measles CPE
1 | Cc1cc(NC(=O)CCCN2C(=O)c3cccnc3C2=O)no1 | 1 | -1.3 | 96 | -36 | -7 | 34 | 100 | -13 | 3 | 14
2 | O=C(NC(=S)NC1CCSC1=O)c1ccccc1 (configuration not stated) | 1 | 1.6 | 92 | -22 | 10 | . | 114 | -4 | -11 | 18
3 | Cc1ccc2c(CC(=O)Nc3c(C)n(C)n(-c4ccccc4)c3=O)coc2c1 | 1 | -0.8 | 90 | -21 | -4 | . | 92 | 10 | 2 | 5
4 | CCc1ccc(NC(=O)C(=O)N/N=C(\C)CC(=O)Nc2ccccn2)cc1 | 5 | 2.7 | 97 | -42 | -7 | -16 | 94 | 2 | 9 | 7
5 | Cc1ccc2cccc(SCC(=O)NCC#N)c2n1 | 1 | -0.8 | 91 | -23 | 7 | . | 92 | 2 | 0 | 14
6 | CCOC(=O)c1nnn(-c2nonc2N)c1CNc1ccc(C)c(Br)c1 | 4 | -2.8 | 63 | -30 | 2 | . | 56 | -10 | -4 | 1
7 | O=C(CSc1ccccn1)N/N=C/C=C/c1ccccc1 | 8 | 0.3 | 80 | -47 | 0 | . | 90 | -8 | 1 | 11
8 | CCOc1ccc(C(=O)NC(=S)Nc2ccccc2N2CCC(C)CC2)cc1[N+](=O)[O-] | 8 | -4.9 | 64 | -70 | -9 | 18 | 54 | 7 | . | 29
9 | CC(=O)c1ccc(OCC(O)CN2C(C)(C)CC(O)CC2(C)C)cc1 (configuration not stated) | 0 | -0.5 | 88 | -6 | -13 | . | 89 | -11 | 0 | 10
10 | COC(=O)c1cc(NS(=O)(=O)c2ccc(N3CCOCC3)c([N+](=O)[O-])c2)cc(C(=O)OC)c1 | 4 | -2.1 | 100 | -2 | -3 | 34 | 96 | 2 | -9 | 19
11 | COc1ccc(C(=O)C2C(c3ccc(-c4ccccc4[N+](=O)[O-])o3)NC(=O)NC2(O)C(F)(F)F)cc1 (configuration not stated) | 3 | -2.4 | 83 | -11 | 1 | . | 86 | -4 | -5 | 7
12 | CCOC(=S)SCC(=O)N1CCc2cc(OC)ccc2C1C1C(=O)CCCC1=O (configuration not stated) | 2 | -1.8 | 15 | -16 | 4 | 7 | 13 | 5 | 0 | 4
13 | CCCCC(=O)Nc1nc2c(OC)ccc(OC)c2s1 | 5 | -2.4 | 93 | -35 | 1 | . | 102 | -4 | 0 | 9
14 | O=C(NC(=S)Nn1cnc2c(cnn2-c2ccccc2)c1=O)c1ccc(Cl)cc1 | 6 | 0.7 | 90 | 3 | 7 | . | 94 | -3 | 1 | 7
15 | Cc1ccc(C(C(=O)NCc2ccccc2)N(C(=O)c2csnn2)c2cccc3ccccc23)o1 (configuration not stated) | 6 | -4.5 | 81 | -30 | 8 | -8 | 72 | 0 | -2 | 5
16 | C=CCn1c(SCC(=O)Nc2cc(C)on2)nc2sc(CC)cc2c1=O | 4 | -3.7 | 97 | 6 | -1 | -36 | 104 | -2 | -1 | 18
17 | C=C(Cl)COc1cc(C)cc2oc(=O)cc(CC)c12 | 13 | -0.1 | 90 | -23 | -14 | -1 | 93 | -11 | 1 | 3
18 | O=C(NCc1ccncc1)C1CCN(S(=O)(=O)Cc2ccccc2)CC1 | 3 | 0.8 | 106 | -18 | -4 | . | 110 | -7 | 2 | 9
19 | O=c1[nH]c2c(n(C3CCCCC3)c1=O)CCC2 | 3 | -1.5 | 103 | -68 | -18 | -28 | 105 | -2 | 0 | 7
20 | CSC1=NCCN1C(=O)c1ccc(S(=O)(=O)N2CCCCC2)cc1 | 2 | -0.8 | 82 | -47 | 8 | -14 | 78 | -5 | 0 | 4
21 | COc1ccc2nc(Nc3nc4cc5c(cc4s3)OCCO5)sc2c1 | 4 | -0.4 | 90 | -15 | -4 | . | 95 | -3 | -11 | 5
22 | Cc1cccc(NC(=O)C(=O)NCCCc2ccccc2)c1 | 10 | 0.2 | 93 | -23 | 10 | . | 102 | 0 | -9 | 5
23 | COC(=O)c1[nH]c2cc(OC)ccc2c1NC(=O)CCN1CCCCC1 | -2 | 0.1 | 101 | -7 | -4 | 17 | 102 | -2 | 1 | 8
24 | CC(C)n1c(-c2cccs2)nc2ccccc21 | 1 | -0.7 | 83 | -42 | 9 | -22 | 85 | . | . | 15
25 | CC(C)(C)SCCNS(=O)(=O)c1ccc2ccccc2c1 | 4 | -0.6 | 70 | 6 | -16 | 4 | 73 | -12 | 0 | 13
26 | O=C(NCCc1c[nH]c2ccccc12)C(=O)NCC1OCCN1S(=O)(=O)c1ccc(F)cc1 (configuration not stated) | 1 | -3.0 | 86 | -45 | 14 | -13 | 81 | 0 | . | 6
27 | CCCc1n[nH]c2c1C(=O)C(C(=O)OC)C(C)(C)C2 (configuration not stated) | 1 | -1.0 | 93 | -21 | 17 | 0 | 97 | -13 | 0 | 6
28 | COC(=O)c1ccc(-n2c(C)cc(C(=O)COC(=O)CNS(=O)(=O)c3ccc(C)cc3)c2C)cc1 | 3 | 1.4 | 98 | -67 | 5 | -23 | 92 | -4 | -3 | 1
29 | COc1cccc(-c2cc(C(=O)Nc3cc(C)on3)no2)c1 | 0 | 1.6 | 104 | -42 | -6 | . | 113 | -9 | 0 | 15
30 | COc1ccc(C(=O)Oc2coc(CSc3nnc(NC(=O)c4cccs4)s3)cc2=O)cc1 | 0 | -2.5 | 85 | -14 | 0 | . | 92 | 2 | -4 | 3
31 | CCc1cc(N2CCOCC2)cc2c1[nH]c1ccccc12 | 1 | -1.3 | 83 | -33 | 17 | -17 | 86 | -6 | -1 | 8
32 | CS(=O)(=O)N1CCN(c2ccccc2NC(=O)C(c2ccccc2)c2ccccc2)CC1 | 6 | 0.5 | 89 | -25 | -5 | 33 | 88 | -10 | 1 | 4
33 | CCCCCc1nnc(NC(=O)Cn2cnc3ccccc3c2=O)s1 | 6 | 1.4 | 88 | -6 | -13 | . | 100 | 3 | -5 | 6
34 | O=C(CSc1nnc(-c2cccnc2)n1-c1ccccc1)NCc1ccc2c(c1)OCO2 | 2 | -0.8 | 94 | -71 | -3 | -31 | 109 | -7 | -1 | 24
35 | CCOC(=O)c1[nH]cnc1C(=O)NC(C)C | 3 | -2.5 | 90 | -12 | 1 | -2 | 104 | . | . | 19
36 | Clc1ccc(-c2nnc(-c3ccccc3)c(N3CCSCC3)n2)cc1 | 4 | -1.2 | 66 | -11 | 0 | -63 | 62 | -22 | . | 12
37 | COc1ccc(CN(C)C(c2ccccc2)c2nnnn2-c2ccccc2C)c(OC)c1C (configuration not stated) | 10 | 0.2 | 79 | -69 | 5 | -28 | 66 | 14 | . | 6
38 | C/C(=N\S(=O)(=O)c1ccc(C)cc1)Nc1cc(C(C)C)c(O)cc1C | 0 | -2.1 | 82 | -2 | -3 | . | 79 | -3 | . | .
39 | COc1cccc2cc(C(=O)N3CCN(C(=O)c4ccco4)CC3)c(=O)oc12 | 2 | -0.8 | 78 | -33 | 2 | -3 | 88 | -11 | . | 9
40 | CCOC(=O)c1c(NC(=O)CSc2nnc(-c3cccnc3)o2)sc(C(C)=O)c1C | 1 | -1.1 | 73 | -12 | 12 | . | 70 | -6 | -1 | 9

Overlap with the part before: 4 entries, followed by the next part.
# | Molecule | NPY Y2 blocker | MRP-1 activ | bCat KO growth | BB579 growth dn | GALR2 blocker | E-sel TNF inh | PTEN del growth | Yeast life ext | Phagocytosis inh | Measles CPE
37 | COc1ccc(CN(C)C(c2ccccc2)c2nnnn2-c2ccccc2C)c(OC)c1C (configuration not stated) | 10 | 0.2 | 79 | -69 | 5 | -28 | 66 | 14 | . | 6
38 | C/C(=N\S(=O)(=O)c1ccc(C)cc1)Nc1cc(C(C)C)c(O)cc1C | 0 | -2.1 | 82 | -2 | -3 | . | 79 | -3 | . | .
39 | COc1cccc2cc(C(=O)N3CCN(C(=O)c4ccco4)CC3)c(=O)oc12 | 2 | -0.8 | 78 | -33 | 2 | -3 | 88 | -11 | . | 9
40 | CCOC(=O)c1c(NC(=O)CSc2nnc(-c3cccnc3)o2)sc(C(C)=O)c1C | 1 | -1.1 | 73 | -12 | 12 | . | 70 | -6 | -1 | 9
41 | Cc1ccc(SCc2noc(C(=O)NC(C)C)c2C(=O)O)cc1C | 9 | -0.9 | 98 | -50 | 5 | 16 | 95 | -4 | . | 2
42 | Cc1cc(NC(=O)CN2CCN(c3ccccc3O)CC2)no1 | 0 | -0.7 | 93 | -57 | 9 | -43 | 111 | -6 | -1 | 3
43 | CCOc1c2ccc(C(=O)NCc3ccc(OC(F)(F)F)cc3)cc2nn1C | 8 | 1.4 | 96 | 11 | -1 | -8 | 86 | -12 | . | 2
44 | Cc1ccc(NC(=O)c2sc3nc[nH]c(=O)c3c2C)c(C)c1 | 0 | -0.7 | 102 | -16 | 9 | -63 | 97 | -20 | . | 4
45 | CC(C)Cn1c(N)c(C(=O)CSc2ccccc2)c(=O)n(C)c1=O | 5 | -0.5 | 58 | -26 | 10 | 4 | 59 | -4 | -6 | 24
46 | CCCNC(=O)COC(=O)c1[nH]c(C)c(C(=O)OCC)c1C | 0 | -1.9 | 77 | -27 | 5 | 7 | 93 | -6 | 0 | 7
47 | COc1ccc(CNC(=O)c2ccc(N3CCCC3=O)cc2)cc1 | 6 | 0.4 | 92 | -31 | -2 | 8 | 102 | -5 | -1 | 10
48 | CC(C)COC(=O)c1cc(-c2ccc(/C=N/n3cnnc3)o2)ccc1Cl | 0 | -1.7 | 96 | -31 | -14 | -17 | 106 | -25 | -1 | 4
49 | COc1ccc(C(c2nnnn2C2CCCC2)N2CCc3ccccc3C2)cc1OC (configuration not stated) | 9 | -1.7 | 67 | -10 | 2 | 4 | 67 | -10 | 0 | 14
